KCNH2 3.1 block: inhibitors of human KCNH2 3.1 potassium channel isoform | U2OS KCNH2 3.1, thallium flux FluxOr; stronger effect = lower value | activity change, % (tested at about 1.8 µM) | 340,000 compounds, 0.95% hits;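 active means maximum activity change below -70%; inconclusive means maximum activity change from -70% to -50%; inactive means maximum activity change above -50%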;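 further: thallium influx rate constant from kinetic fluorescence after stimulation buffer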
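Normalized rate constant (relative to positive and negative DMSO controls) derived from a 2 min kinetic fluorescence read after stimulation; U2OS cells expressing the 3.1 isoform via virus at 1.77 x 10^8 /mL.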
Numbers without * were called inactive; ? = inconclusive. On the % scale 0 is the no-effect control and ±100 the full control effect. These rows are one share of the data; count on the stated rates, not on these rows.

SMILES	KCNH2 3.1 block
O=C(NCCc1ccccc1C(F)(F)F)c1cc(COc2ccccc2)on1	-111*
CC(=O)c1sc2c(c1OC(=O)c1ccc(Cl)cc1)c(=O)n(-c1ccccc1)c(=S)n2-c1ccccc1	8
Cc1ccc(NC(=O)Cn2nc(C(=O)O)c3ccccc3c2=O)cc1S(=O)(=O)N1CCCCCC1	3
O=C(ONC(=O)C1C2C=CC(C2)C1C(=O)NOC(=O)c1ccccc1)c1ccccc1 (configuration not stated)	4
c1ccc2c(c1)-c1nc3ccccc3cc1C2N1CCOCC1 (configuration not stated)	8
COc1ccccc1N(C)S(=O)(=O)c1ccc(C(=O)Nc2cccc(S(=O)(=O)N3CCOCC3)c2)cc1	17
CSc1ccc(C2NC(=O)c3ccccc3N2)cc1 (configuration not stated)	-11
O=C(CN1CCN(CC(=O)Nc2ccc(OCc3ccccc3)cc2)CC1)Nc1ccc(F)cc1	-94*
O=C(NCc1ccccc1)NC(=O)c1ccc(Cl)cc1	-6
C[C@@H]1CN([C@@H](C)CO)S(=O)(=O)c2ccc(/C=C/c3ccccc3)cc2O[C@@H]1CN(C)Cc1ccc(C(=O)O)cc1	-7
O=c1c2ccccc2nnn1-c1ccccc1[N+](=O)[O-]	-4
COc1ccc(NC(=O)C[C@H]2C(=O)N(c3ccccc3)C[C@@H]2CSC)cc1	-14
O=c1c2ccccc2oc2cc(C#CC3(O)CCCCC3)ccc12	-7
CC(C)c1ccc(S(=O)(=O)N2CCN(C(=O)c3cccc(S(=O)(=O)N4CCOCC4)c3)CC2)cc1	-10
CCCC(=O)NC(Nc1ccc(S(=O)(=O)Nc2cc(C)on2)cc1)(C(F)(F)F)C(F)(F)F	-2
CCOc1ccccc1C(=O)NC(C)CCc1ccccc1 (configuration not stated)	-17
CNC(=O)OCN1C(=O)C2CC=CCC2C1=O (configuration not stated)	-4
Cc1ccc(C(=O)Cc2ccccc2)c(O)c1	-17
C=C1CCN([C@@H](Cc2ccccc2)C(=O)NC2CCN(Cc3ccccc3)CC2)S(=O)(=O)c2ccccc21	-38
Cc1ccnc2nc(C(=O)OCC(=O)N(C)C3CCCCC3)nn12	?
CCCCN1C(=O)C(CC(=O)NCc2ccco2)CC(C(=O)N(C)C)=C1C (configuration not stated)	-25
O=C(Nc1cccc(C(=O)O)c1)/C(=C/c1ccccc1)NC(=O)c1cccc(Br)c1	3
N#CCc1cccnc1Sc1ccc(Cl)cc1	8
NC1=NC(=O)NC1(c1ccccc1)c1ccccc1	8
CN(C)C(=O)CSc1nnc(-c2ccco2)n1-c1ccccc1	-11
CC(C)(CCC(=S)N1CCOCC1)c1ccccc1	-17
COc1ccc2c(O)c(-c3c(C)cc(C)cc3C)c(=O)[nH]c2c1	-14
CCN(CC(=O)Nc1c(F)cccc1F)C(=O)c1c(-c2ccccc2Cl)noc1C	-7
O=C(Cc1ccc(S(=O)(=O)N2CCOCC2)s1)N1CCN(S(=O)(=O)c2cccc(F)c2)CC1	5
CC1(C)CC(=O)C=C(c2cccc(OC(=O)c3ccc(-c4ccccc4)cc3)c2)C1=O	-156*

A second format for 4 compounds above:
> NC1=NC(=O)NC1(c1ccccc1)c1ccccc1
- KCNH2 3.1 block: 8

> CN(C)C(=O)CSc1nnc(-c2ccco2)n1-c1ccccc1
- KCNH2 3.1 block: -11

> CC(C)(CCC(=S)N1CCOCC1)c1ccccc1
- KCNH2 3.1 block: -17

> COc1ccc2c(O)c(-c3c(C)cc(C)cc3C)c(=O)[nH]c2c1
- KCNH2 3.1 block: -14

Continued.
SMILES	KCNH2 3.1 block
CC(=O)OCC1=C(C(=O)OC(C)(C)C)N2C(=O)[C@@H](NC(=O)Cc3ccccc3)[C@H]2SC1	-3
O=C(C[C@H]1C[C@H]2c3cc(NS(=O)(=O)c4ccc(F)cc4)ccc3O[C@H]2[C@H](CO)O1)NCc1cc(F)ccc1F	-5
COc1ccc(OCC(=O)NCc2nc(-c3ccccc3)no2)cc1	23
NC(=O)CSc1nnc(-c2cccc(S(=O)(=O)N3CCOCC3)c2)o1	2
C[C@H](CO)N1C[C@H](C)[C@H](CN(C)C(=O)CCC(F)(F)F)OCc2cnnn2CCCC1=O	24
COc1ccccc1CNCCS(=O)(=O)NCc1ccccc1OC	7
CCOc1ccc(N(CC(=O)Nc2ccc(Cl)cc2)S(C)(=O)=O)cc1	7
C[C@@H]1ON(C)[C@H]2C[C@H]3c4[nH]c5ccc(-c6ccc7c(c6)OCO7)cc5c4CCN3C[C@@H]12	-24
CCCCCCSc1cccc(-c2nc3ccc(Cl)cn3c2NCCCC)c1	7
CNC(=O)C[C@H]1C(=O)N(c2ccc(OC)cc2)C[C@@H]1CSC	17
O=C(CNC(=O)OCc1ccccc1)NCC(=O)Oc1ccc([N+](=O)[O-])cc1	0
Cc1ccc(S(=O)(=O)N2CCC(C(=O)N3CCN(c4ccccn4)CC3)CC2)cc1C	7
C1CCN2CC3CC(CN4CCCC[C@@H]34)[C@H]2C1	12
COc1ccc(-c2ccc3oc(-c4ccc(OC)cc4)c(C#CCO)c3c2)cc1	4
CCCC/C=C1/CCC(CN(C)C)C1=O (configuration not stated)	2
C[C@@H]1CN([C@H](C)CO)C(=O)CCCn2nncc2CO[C@H]1CN(C)C(=O)c1ccc(N2CCN(C)CC2)cc1	-1
Cc1ccc(S(=O)(=O)N2C[C@H]3n4c(=O)ccc(=O)n4C[C@H](OC(=O)NC4CC4)[C@@]3(O)C2)cc1	-2
CCOc1ccc2c(ccc(/C=C/c3cc(C)c4cccnc4c3O)[n+]2C)c1	-8
COc1ccccc1CCC(=O)NNC(=O)Cn1nc(C)cc1C	9
CS(=O)CC(O)(c1ccc(F)cc1)C1CC1 (configuration not stated)	-20
CCOC(=O)C[C@H]1c2cc(F)ccc2S(=O)(=O)N1c1cccc(OC)c1	-3
COCOCCn1cc(CN2CCS(=O)(=O)N(Cc3ccc(-c4ccc(OC)cc4)cc3)C(C)C2=O)nn1 (configuration not stated)	-2
CC(CCNC(=O)c1ccccc1)(CCNC(=O)c1ccccc1)[N+](=O)[O-]	-21
Cc1cc(S(=O)(=O)N2CCCCC2CCNC(=O)C(=O)NCCN2CCOCC2)ccc1F (configuration not stated)	-3
O=C(CCCc1ccccn1)c1ccc(-c2ccccc2)cc1	9
CN(C(=O)CSc1ncccn1)C1CCS(=O)(=O)C1 (configuration not stated)	4
O=C(Nc1ccc(C(=O)O)cc1)/C(=C\c1ccc2c(c1)OCO2)NC(=O)c1ccccc1Cl	?
COc1cccc(-c2nnc(NC(=O)CCS(=O)(=O)c3ccc(F)cc3)o2)c1	24
O=C(CCN1N=C(c2ccccc2)CCC1=O)NC1CCCCC1	-5
O=C(CN1C(=O)NC2(CCCCCC2)C1=O)Nc1ccc(OC(F)(F)F)cc1	17
C[C@@H]1CCCCO[C@H](CN(C)Cc2ccc3c(c2)OCO3)[C@H](C)CN([C@@H](C)CO)C(=O)c2cc(NC(=O)c3ccccc3)ccc2O1	15
CC(C)c1cc(N=O)cc(C(C)C)c1O	5
c1ccc2c(c1)nnn2Cn1nnc2ccccc21	4
O=C(OCC12CC3CC(CC(C3)C1)C2)c1ccc(NCc2cc(O)ccc2O)cc1	-16
COc1ccc2nc3n(c(=O)c2c1)-c1cc2ccccc2cc1C(=O)NC3Cc1ccccc1 (configuration not stated)	9
CCOC(=O)COc1ccccc1/C=N/Nc1nnc2c3ccccc3n(C)c2n1	6
CCN(CC)CCn1c(/N=C/c2ccc(OC)c(OC)c2)nc2ccccc21	1
CC(C)C1C(=O)N(Cc2cn(CCC3OCCO3)nn2)CCS(=O)(=O)N1Cc1ccc(-c2ccc(F)cc2)cc1 (configuration not stated)	-18
Cc1ccc(S(=O)(=O)NC(C)C(=O)NCc2ccc(Cl)cc2)cc1 (configuration not stated)	-8
CN(CCc1ccccc1)C(=O)c1ccc(NC(=O)Cc2cccc(NC(=O)C3CCN(C(=O)CCc4ccccc4)CC3)c2)cc1	2
C1=CCN(c2nc(N3CCOCC3)nc(N3CCCc4ccccc43)n2)CC1	-3
Cc1ccc(S(=O)(=O)N[C@H](C(=O)OCC(=O)NC(=O)c2cccn2C)C(C)C)cc1	-6
CCC1([N+](=O)[O-])COC(c2ccc(Cl)cc2)OC1 (configuration not stated)	4
O=C(C1CCN(c2nc(-c3ccccc3)nc3c2CCC3)CC1)N1CCCC1	2
O=C(NN=Cc1cc([N+](=O)[O-])ccc1O)c1cccc2ccccc12	7
O=C(N/N=C/c1ccc(O)c(O)c1)C1CC1	0
CC12CCC(C(=NO)C1=NO)C2(C)C (configuration not stated)	-8
C[C@@H]1CCCCO[C@H](CN(C)Cc2ccccc2)[C@@H](C)CN([C@H](C)CO)C(=O)c2cc(NC(=O)c3ccccc3)ccc2O1	-7
CC(C)(C)OC(=O)N(CCc1ccccc1)Cc1ccccc1OCc1ccc(NC(=O)C2CCCC2)cc1	28
O=C(N=C1SC2CS(=O)(=O)CC2N1Cc1ccccc1)c1ccccc1 (configuration not stated)	-11

Next part.
SMILES	KCNH2 3.1 block
Cn1nc(C(=O)Nc2ccccc2Cl)cc1C(=O)Nc1ccccc1Cl	-32
Cc1sc(-c2c(C#N)c(N)nc3c2CCCCCC3)cc1[N+](=O)[O-]	10
COc1ccccc1S(=O)(=O)N(C)C[C@@H]1OCc2cnnn2CCCC(=O)N([C@@H](C)CO)C[C@H]1C	-13
Cc1occc1C(=O)N/N=C/c1ccc[nH]1	7
CCCCOc1ccc(C(=O)NN2CCOCC2)cc1	-1
O=C(Nc1ccccc1F)Nc1cccnc1Cl	0
COCCn1c2nc(=O)n(-c3ccccc3)c(=O)c-2nc2ccccc21	1
Cc1ccc(C(=O)NC(=S)N(C)Cc2ccccc2)cc1	25
O=C(Cc1ccccc1)c1ccc(N2CCOCC2)cc1	-5
O=c1[nH]c2cc([N+](=O)[O-])ccc2c2ccc([N+](=O)[O-])cc12	11
CC1CN(CCN2CC(C)N(C=O)CC2C)C(C)CN1C=O (configuration not stated)	13
C[C@H](CO)N1C[C@H](C)[C@@H](CN(C)C(=O)c2ccccc2)OCc2cn(nn2)CCCC1=O	-11
Cc1cccc(-n2c(Cc3cc(=O)[nH]c(=O)[nH]3)nnc2SCC(=O)NCc2ccco2)c1	3
Cn1c(=O)c2[nH]c(CCCCCCCc3nc4ccccc4[nH]3)nc2n(C)c1=O	10
CC1=C(C(=O)N2CCOCC2)CC(CC(=O)NC2CCCCC2)C(=O)N1Cc1ccc(F)cc1 (configuration not stated)	-14
C[C@H](CO)N1C[C@H](C)[C@H](CN(C)S(=O)(=O)c2cccs2)OCc2cnnn2CCCC1=O	-6
CCCCOn1c(C)c(C(=O)OCC)c2c3nonc3ccc21	3
COc1cc(CNc2nc3ccccc3n2Cc2ccccc2)ccc1O	3
CC(=O)N[C@@H](Cc1c[nH]c2ccccc12)C(=O)OCC(=O)Nc1ccc2c(c1)OCO2	12
Cc1nc(=O)c(-c2ccccc2)c(C)n1-c1ccccc1Cl	-14

In the list so far, these contain two or more sulfur atoms:
SMILES	KCNH2 3.1 block
CC(=O)c1sc2c(c1OC(=O)c1ccc(Cl)cc1)c(=O)n(-c1ccccc1)c(=S)n2-c1ccccc1	8
COc1ccccc1N(C)S(=O)(=O)c1ccc(C(=O)Nc2cccc(S(=O)(=O)N3CCOCC3)c2)cc1	17
CC(C)c1ccc(S(=O)(=O)N2CCN(C(=O)c3cccc(S(=O)(=O)N4CCOCC4)c3)CC2)cc1	-10
O=C(Cc1ccc(S(=O)(=O)N2CCOCC2)s1)N1CCN(S(=O)(=O)c2cccc(F)c2)CC1	5
NC(=O)CSc1nnc(-c2cccc(S(=O)(=O)N3CCOCC3)c2)o1	2
CN(C(=O)CSc1ncccn1)C1CCS(=O)(=O)C1 (configuration not stated)	4
O=C(N=C1SC2CS(=O)(=O)CC2N1Cc1ccccc1)c1ccccc1 (configuration not stated)	-11
C[C@H](CO)N1C[C@H](C)[C@H](CN(C)S(=O)(=O)c2cccs2)OCc2cnnn2CCCC1=O	-6

Following part:
SMILES	KCNH2 3.1 block
O=C(COC(=O)c1ccc2c(c1)OCCO2)Nc1ccccc1C(F)(F)F	-7
O=C(CSc1nc2[nH]ncc2c(=O)[nH]1)Nc1cc(C(F)(F)F)ccc1Cl	15
CC(CO)NS(=O)(=O)c1ccc(Br)cc1F (configuration not stated)	12
CCOC(=O)C1CC2=C(CCCC2=O)N(Cc2ccccc2)C1=O (configuration not stated)	-7
CC1CN(S(=O)(=O)c2cccc(C(=O)NCC(c3cccs3)N3CCOCC3)c2)CC(C)O1 (configuration not stated)	0
C[C@]1(C2CCCC2)Cc2cc(OCC(=O)O)c(Cl)c(Cl)c2C1=O	1
O=C(Cc1ccc(S(=O)(=O)N2CCOCC2)s1)Nc1ccc(Br)c(C(F)(F)F)c1	4
CC(C)n1cc(C#N)c(N)n1	-3
COC(=O)C[C@H]1c2cc(C(F)(F)F)ccc2S(=O)(=O)N1Cc1ccc(OC)cc1	-7
O=C1NC(=S)SC1=Cc1ccccc1Cl	25
C[C@@H]1CN([C@@H](C)CO)C(=O)c2cc(C3=CCCCC3)cnc2O[C@H]1CN(C)C(=O)Nc1cccc(F)c1	21
COC(=O)C[C@@H]1C[C@@H]2c3cc(NC(=O)NC4CCCCC4)ccc3O[C@@H]2[C@H](CO)O1	-8
NS(=O)(=O)c1cccc(NC(=O)CSc2n[nH]c(-c3ccccc3Br)n2)c1	-7
O=C(CC(=O)c1ccccc1)Nc1ccccc1	-9
COc1cc2ccccc2ccc1=NO	-12
CCCCN(C(=O)CCN1C(=O)C2CC=CCC2C1=O)c1c(N)n(CCCC)c(=O)[nH]c1=O (configuration not stated)	-3
COc1ccc(C)cc1/C=C/C(=O)N1CCN(S(=O)(=O)c2cccs2)CC1	-5
CN(C)CCNCCCNc1c2ccccc2nc2cccc([N+](=O)[O-])c12	-3
Cc1ccc2c(c1)[C@H]1[C@H](CO2)[C@H](c2ccccc2)[C@]2(C)C(=O)N(C)CC(=O)N12	12
CC(=O)Nc1ccc2c3c(ccc([N+](=O)[O-])c13)CC2	-19
CC(=O)OCC=C1CCC2C3CC(C)C4=CC(=O)CCC4(C)C3C(O)CC12C (configuration not stated)	5
